D3 ag: qHTS of D3 Dopamine Receptor Agonist: qHTS; max activation, %; D3R DiscoveRx beta-arrestin cells, luminescence, 90 min; hit rate 0.58% among 410,000; D(3) dopamine receptor (Homo sapiens), P35462; in the data active = max activation above about 30%; also: 0% is about no effect; mostly tested at two doses, the higher about 12 µM
Target sequence (P35462 whole entry, looked up): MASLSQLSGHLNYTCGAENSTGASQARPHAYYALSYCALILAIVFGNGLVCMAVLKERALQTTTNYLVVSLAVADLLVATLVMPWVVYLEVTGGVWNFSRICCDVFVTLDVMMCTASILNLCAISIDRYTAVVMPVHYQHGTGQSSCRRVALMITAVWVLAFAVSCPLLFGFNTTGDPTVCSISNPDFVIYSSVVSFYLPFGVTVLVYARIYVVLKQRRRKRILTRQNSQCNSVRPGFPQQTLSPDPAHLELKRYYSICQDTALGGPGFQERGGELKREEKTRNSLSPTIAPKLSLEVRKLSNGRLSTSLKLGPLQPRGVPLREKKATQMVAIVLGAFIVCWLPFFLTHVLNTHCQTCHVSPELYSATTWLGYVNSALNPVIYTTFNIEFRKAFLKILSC
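Cells at 1500/well, incubated overnight, then treated with pinned compounds (dopamine as control) for 90 min at 37 degrees C. DiscoveRx reagent added for 30 - 60 minutes at room temperature; luminescence read.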
HEK293 tox: qHTS of GLP-1 Receptor Inverse Agonists: Cytotox Screen | Potency, µM (titrated, usually from 38.3 µM), inactives show top-dose activity change, negative = inhibition, actives largely listed as inhibitors | hit rate 0.13% among 410,000 | HEK293 cAMP-luciferase reporter cells, luminescence, 24 h;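 also: loss of luciferase light is scored as toxicity; potency is read from the fitted curve at half-maximal effect; % is scaled to controls: 0 for no effect and ±100 for the full control effect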
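To flag toxic compounds, the library was rerun on cells for 24 hr at 37 deg C and 5% CO2. Viability-linked luminescence was captured 12 min after adding luciferase detection reagent.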
GLP1R inv ag: qHTS of GLP-1 Receptor Inverse Agonists (Inhibition Mode); Glucagon-like peptide 1 receptor (Homo sapiens), P43220; HEK293 GLP-1R CRE-luciferase, luminescence, 24 h; GLP-1R form is constitutively active; Potency, µM (top dose mostly 38.3 µM), inactives show at the top dose activity change, negative = inhibition, actives largely listed as inhibitors; hit rate 1.6% among 410,000; also: potency is read from the fitted curve at half-maximal effect; % is scaled to controls: 0 for no effect and ±100 for the full control effect; nearly all actives have a fitted effect of over 55% in size
Target sequence (P43220 whole entry, looked up): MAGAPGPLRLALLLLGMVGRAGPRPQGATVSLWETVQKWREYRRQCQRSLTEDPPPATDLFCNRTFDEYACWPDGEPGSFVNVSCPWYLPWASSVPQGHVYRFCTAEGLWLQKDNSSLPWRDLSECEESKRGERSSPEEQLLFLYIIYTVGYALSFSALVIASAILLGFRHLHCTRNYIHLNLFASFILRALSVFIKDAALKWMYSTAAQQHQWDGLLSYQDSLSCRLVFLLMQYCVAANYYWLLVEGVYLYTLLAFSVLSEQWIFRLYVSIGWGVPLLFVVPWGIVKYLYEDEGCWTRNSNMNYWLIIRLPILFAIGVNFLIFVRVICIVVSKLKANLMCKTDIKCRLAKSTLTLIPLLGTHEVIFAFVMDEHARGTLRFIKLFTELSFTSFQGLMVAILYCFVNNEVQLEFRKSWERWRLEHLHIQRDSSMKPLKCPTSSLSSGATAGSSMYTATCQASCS
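Luminescence readout: a drop in cAMP-driven luciferase signal flags inverse agonism at a constitutively active GLP-1R stably expressed in HEK293. Compound exposure lasted 24 hr at 37 deg C, 5% CO2.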
An asterisk follows results filed as active; ? = inconclusive; [ ] = another dose, or the depositor's remark. Unless noted, calls follow the shape of the dose curve; as a rule, active = well fitted curve in the direction sought with a large enough effect; inconclusive = small, poorly fitted or top-dose-only effect, or another doubt; inactive = no such curve, though single readings can be large; an effect the other way counts as inactive or inconclusive. The list is partial; count on the stated rates, not on these rows.

SMILES | D3 ag | HEK293 tox | GLP1R inv ag
CCCOc1ccccc1C1C(C(=O)Nc2ccccc2)=C(C)Nc2nnnn21 (configuration not stated) | -11.7 | ? | 8.91µM*
Cc1ccc(NC(=O)c2c(NC(=O)c3ccco3)sc3c2CCC(C(C)(C)C)C3)c(C)c1 (configuration not stated) | -15.5 | -13.3% | -3.6%
CCOC(=O)C1CCCN(C(=O)c2ccccc2NC(=O)c2nsc3ccccc23)C1 (configuration not stated) | -8.5 | -5.5% | 7.6%
CCS(=O)(=O)N1CCc2cc(C(=O)N3CCN(c4ccc(OC)cc4)CC3)ccc21 | -3.5 | 4.0% | 2.3%
COc1ccc(CCNC(=O)c2c3c(nc4ccccc24)C(=O)N(C2CCCCC2)C3)cc1OC | 1.0 | -3.2% | -5.2%
CCCCN(CCCC)C(=O)c1cc2c(=O)n3cccc(C)c3nc2s1 | -3.9 | 74.6%[activator] | 3.9%
Cc1ccccc1C(=O)NCCc1sc(-c2ccc(Cl)cc2)nc1C | -13.3 | -11.3% | 10.1%
COc1ccccc1N1CCN(C(=O)c2cn(C)c3ccc(S(=O)(=O)N(C)C4CCCCC4)cc3c2=O)CC1 | 0.1 | -2.9% | -1.2%
O=C(NC1CC(=O)N(c2ccc(F)cc2)C1)c1cc2ccccc2o1 (configuration not stated) | -18.7 | -1.9% | 4.9%
Cc1ccc(Cl)cc1NC(=O)Nc1cn(CC(C)C)c(=O)c2ccccc12 | 4.1 | 0.0% | 9.0%

3 of the compounds above, field by field:
Cc1ccccc1C(=O)NCCc1sc(-c2ccc(Cl)cc2)nc1C
  D3 ag: -13.3	HEK293 tox: -11.3%	GLP1R inv ag: 10.1%

COc1ccccc1N1CCN(C(=O)c2cn(C)c3ccc(S(=O)(=O)N(C)C4CCCCC4)cc3c2=O)CC1
  D3 ag: 0.1	HEK293 tox: -2.9%	GLP1R inv ag: -1.2%

O=C(NC1CC(=O)N(c2ccc(F)cc2)C1)c1cc2ccccc2o1 (configuration not stated)
  D3 ag: -18.7	HEK293 tox: -1.9%	GLP1R inv ag: 4.9%

The list continues:
SMILES | D3 ag | HEK293 tox | GLP1R inv ag
O=C(NCCc1ccc(Cl)cc1)C(=O)NCC(c1ccc2c(c1)OCO2)N1CCOCC1 (configuration not stated) | -12.6 | -13.2% | 2.8%
O=C(CCS(=O)(=O)c1nc(-c2cccs2)cc(C(F)(F)F)n1)Nc1cc(Br)ccc1O | -27.2 | ? | ?
COc1cc(OC)cc(C(=O)N2CC(=O)Nc3ccc(Cl)cc3C2c2ccccc2)c1 (configuration not stated) | 4.4 | -0.1% | 0.5%
Cc1nn2c(=O)cc(COC(=O)Cc3ccccc3)nc2s1 | 12.6 | 2.0% | 13.3%
Cc1cc(C)n(CC(=O)Nc2ccc(F)c(F)c2)c(=O)c1C#N | 3.4 | 6.7% | 7.8%
COc1ccc(-c2cc(C)no2)cc1S(=O)(=O)NC1CCC(C)CC1 (configuration not stated) | -18.2 | 1.9% | -18.7%
CC(=O)c1nn(-c2ccc(OC(F)(F)F)cc2)nc1Nc1ccc(C)cc1 | 0.2 | 5.3% | 9.6%
CCOc1ccc(CCNC(=O)c2cn(-c3ccc(OC)cc3)c(=O)c3ccccc23)cc1OCC | -19.4 | 3.0% | -5.3%
COc1ccccc1CNc1nc2c(S(=O)(=O)c3ccc(C)c(C)c3)nnn2c2ccc(Cl)cc12 | 1.9 | -0.9% | 3.1%
Cc1ccc(NC(=O)N2CCc3cc(S(=O)(=O)N4CCC(C)CC4)ccc32)cc1 | -3.8 | 4.0% | 1.2%
CCOC(=O)c1c(C)[nH]c(C)c1S(=O)(=O)N(C)CC(=O)N1CCN(c2ccc(Cl)cc2)CC1 | 12.6 | 0.8% | ?
Cc1ccc(CCNC(=O)C2CCCN(Cc3nc(-c4cccc(Cl)c4)oc3C)C2)cc1 (configuration not stated) | -17.3 | 2.9% | 11.0%
NC(=O)C1CCN(C(=O)c2cccc(NC(=O)c3nsc4ccccc34)c2)CC1 | -2.0 | 5.1% | 21.5%
Cc1ccc(N(C)C(=O)C2CCN(S(=O)(=O)c3ccc4c(c3)CCCN4C(=O)C3CCC3)CC2)cc1 | 3.9 | 2.5% | 12.2%
COc1ccccc1N1CCN(CCCNC(=O)c2nnc(Cc3ccc(F)cc3Cl)o2)CC1 | -17.1 | -19.0% | ?
Cc1cc(C)cc(N2C(=O)CCSC23C(=O)N(Cc2ccccc2)c2ccccc23)c1 (configuration not stated) | 5.1 | 2.5% | 14.6%
CC(=O)c1ccc(N2CCN(S(=O)(=O)c3ccc4c(c3)C(C)(C)C(=O)N4)CC2)cc1 | 0.8 | 1.1% | 11.1%
CC(C)c1ccc(NC(=O)CSC2=Nc3ccccc3C3=NC(CC(=O)NC4CCCCC4)C(=O)N23)cc1 (configuration not stated) | 6.9 | -11.8% | 10µM*
CCc1ccc(NC(=O)CC2C(=O)N(c3cccc(C)c3)C(=O)N2Cc2ccco2)cc1 (configuration not stated) | -8.1 | -2.4% | ?
COc1cccc(CSc2nc3n(n2)C(c2ccccc2C)C(C(=O)Nc2ccccc2OC)=C(C)N3)c1 (configuration not stated) | -3.4 | 1.0% | -27.5%
Cc1c(Cl)cccc1-n1c(SCC(=O)NCc2ccccc2)nc2n[nH]c(C)c2c1=N | -19.8 | -22.4% | -7.6%
CCOC(=O)N1CCc2c(sc3c2c(=O)n(Cc2ccccc2)c(=O)n3CC(=O)Nc2cccc(C)c2)C1 | 8.3 | -1.4% | 4.8%
COc1ccc(C2C(=O)N(C3CCC(C)CC3)CC(=O)N2Cc2ccc(C)cc2)cc1OC (configuration not stated) | -1.6 | -9.8% | 2.4%
CCOc1ccc(NC(=O)Cn2c(=O)n(CCCC(=O)NCCc3ccc(Cl)cc3)c(=O)c3ccccc32)cc1 | 0.1 | 4.5% | 6.2%
COc1ccc2c(c1)sc1ncc(C(=O)NCc3cccc(C)c3)c(=O)n12 | 5.5 | 1.4% | 12.6%
CCCn1c(SCC(O)c2ccccc2)nc2ccccc21 (configuration not stated) | 14.8 | -18.6% | -10.5%
CSc1nc(=O)c2c(n1C)NC(=O)CC2c1ccccc1OC(C)C (configuration not stated) | 14.4 | 0.0% | -5.3%
CC(=O)Nc1cc(C(=O)NCc2ccccc2)ccc1Sc1ccc(C)cc1 | 2.4 | -2.0% | -21.7%
CCOCCc1nn2c(=O)cc(COC(=O)c3ccc(NC(=O)C4CCCCC4)cc3)nc2s1 | 0.9 | -7.7% | ?
COc1cccc(Cn2nnc3c(=O)[nH]c(C4CCN(C(=O)c5ccccc5Cl)CC4)nc32)c1 | -8.4 | -7.8% | 17.8%
Cc1ccccc1OCC(=O)N(Cc1ccc(N(C)C)cc1)CC1CCCO1 (configuration not stated) | 2.8 | -1.1% | ?
CCC(C)NC(=O)c1sc2ncccc2c1-n1c(C)ccc1C (configuration not stated) | -17.8 | 11.3% | -4.6%
COc1ccc(Nc2cc(C(=O)NCc3ccccc3)c3ccccc3n2)c(OC)c1 | -5.8 | -6.6% | -19.7%
COc1ccccc1CCNS(=O)(=O)c1ccc(N2CCCCS2(=O)=O)cc1 | -1.5 | 3.6% | ?
CCOC(=O)c1ccc(NC(=O)CSc2cn(CC(=O)N3CCCC3)c3ccccc23)cc1 | 3.2 | -4.2% | -19.3%
Cc1ccc(N2CC(c3nnc(NC(=O)c4ccco4)s3)CC2=O)cc1C (configuration not stated) | -8.2 | 2.1% | 11.6%
CC(C)c1ccc(NC(=O)c2cnc3sc(N4CCOCC4)nn3c2=O)cc1 | 1.9 | 0.0% | -6.1%
COc1ccc(-c2cc(C(=O)NCc3ccccc3)c3c(-c4ccccc4)[nH]nc3n2)cc1 | 0.2 | -0.8% | 8.1%
Cc1cccc(Cn2nnc(C(=O)Nc3cc(C)ccc3C)c2N)c1 | -16.4 | -2.2% | ?
COc1ccc(C)cc1NC(=O)N1CCCn2nc(C)cc21 | 2.6 | 3.7% | 3.8%
O=C(NCc1ccccc1Cl)c1ccc(CSCc2cccc(F)c2)o1 | -8.2 | 1.9% | ?
COc1cc([N+](=O)[O-])ccc1NC(=O)N1CCC2(CC1)Nc1ccccc1-n1cccc12 | 2.3 | -5.6% | -12.8%
CCOc1ccc(CNC(=O)c2ccc3c(c2)nnn3C2CCCC2)cc1 | -13.1 | 6.2% | 3.3%
Cc1cc(C)c(S(=O)(=O)N2CCC(N3CCN(Cc4ccccc4)C(=O)C3=O)CC2)c(C)c1 | -5.4 | 1.0% | 3.8%
CC1CCc2nc(NC(=O)Cc3ccc(Cl)cc3)sc2C1 (configuration not stated) | -2.0 | 10.4% | ?
O=c1[nH]c(SCc2c(F)cccc2Cl)nc2c1CCC2 | 15.3 | -3.0% | 7.9%
Cc1c(C(=O)N2CCCCCC2)c(S(=O)(=O)NCc2ccccc2)c(C)n1C | 6.1 | 6.2% | -0.4%
CCOc1ccc(NC2SC(=O)N(Cc3ccccc3)C2=O)cc1 (configuration not stated) | 2.3 | 0.9% | 7.7%
COc1cc(OC)c(OC)cc1CN1CCc2nc(N3CCN(c4ncccn4)CC3)ncc2C1 | -4.8 | -8.3% | -16.5%
Cc1ccc(CNC(=O)c2cccn2-c2nnc(N3CCCCC3)s2)cc1 | -10.3 | -16.2% | -1.8%
Later entries.
SMILES | D3 ag | HEK293 tox | GLP1R inv ag
COc1ccc(-n2ccn(CC(=O)Nc3ccc(C)cc3C)c(=O)c2=O)cc1 | 4.1 | 0.9% | 6.8%
COc1ccc(-c2nc(CNS(=O)(=O)c3ccc(Br)cc3)cs2)cc1 | 6.2 | 2.1% | 2.6%
COC(=O)c1c(-c2cccs2)csc1NC(=O)c1ccc(Cl)cc1 | 7.1 | 0.6% | 16.1%
CCc1ccc(OC(=O)c2sc3ncn(Cc4cccc(F)c4)c(=O)c3c2C)cc1 | -11.0 | -8.3% | -11.6%
CC(C)(C)c1ccc(C(=O)NCC(c2ccc(Cl)cc2)N2CCOCC2)cc1 (configuration not stated) | -2.0 | -1.8% | ?
Cc1ccc(-c2onc(C)c2C)cc1S(=O)(=O)NC1CCCCC1 | -19.6 | -8.1% | -22.2%
CC(C)(C)OC(=O)N1CCC(c2c(C(=O)NC3CCCCC3)cnn2-c2ccc(F)cc2F)CC1 | 3.8 | -0.3% | -2.0%
O=C(NC1CCCCC1)c1ccc2c(c1)N(Cc1cccc(Cl)c1)C(=O)c1ccccc1S2(=O)=O | -10.2 | 9.9% | -20.7%
COc1ccc(OCC(=O)NCC2(N3CCN(C)CC3)CCCCC2)cc1 | 3.5 | 2.8% | -16.6%
Cc1cc(C)cc(NC2=C(c3ccccc3)C(=O)c3ccccc32)c1 | 4.7 | -25.8% | ?
COc1ccccc1NC(=O)CSc1ncc2c(n1)-c1cc(Cl)ccc1N(C)S2(=O)=O | -7.4 | -11.6% | ?
CCOC(=O)c1sc(NC(=O)/C=C/c2ccc(OCC)cc2)c(C(=O)OCC)c1C | 0.9 | 2.5% | 1.5%
CSc1ccc(Nc2nn(-c3ccc(OC(F)(F)F)cc3)nc2C(C)=O)cc1 | 12.0 | -1.9% | 5.6%
Cc1ccc2c(c1)-c1c(cnn1CC(=O)N1CCN(c3cc(Cl)ccc3C)CC1)CO2 | 7.6 | -7.2% | 12.1%
CCCC(=O)Nc1cc2nn(-c3ccccc3)nc2cc1C | 4.9 | -2.3% | 12.4%
COCCn1c(C)cc(O)c(C(c2ccc(OC)cc2)N2CCCCC2)c1=O (configuration not stated) | -4.3 | 1.5% | -3.5%
CCCCNC(=O)c1cccc(-n2cnc3cccnc32)c1C | 5.4 | 0.5% | 8.9%
COc1ccccc1N1CCN(CC(O)COc2cc(C)cc(C)c2)CC1 (configuration not stated) | -31.2 | 6.5% | ?
COc1cc(NC(=O)CN2C(=O)c3ccccc3Sc3ccc(C(=O)N4CCCC4)cc32)cc(OC)c1 | 4.5 | -23.1% | -3.1%
COc1ccc(NS(=O)(=O)c2cc3[nH]c(=O)c(=O)[nH]c3cc2C)cc1Cl | -1.3 | 14.0% | 9.8%
CC(C)N(C(=O)Cn1cc(S(=O)(=O)Cc2ccc(Br)cc2)c2ccccc21)C(C)C | 4.0 | -4.8% | 6.7%
CCOC(=O)c1sc2ccccc2c1S(=O)(=O)N1CCN(c2cccc(C)c2C)CC1 | 10.0 | -1.7% | 14.9%
COc1ccc(-n2c(SCc3nc(-c4ccc(Cl)cc4)no3)nnc2-c2ccncc2)cc1 | 1.4 | 3.1% | -7.4%
COc1ccc(NC(=O)CSc2nnc(-c3cccs3)o2)cc1 | -18.5 | 1.3% | 23.8%
Cc1ccc(NC(=O)C2CCCN(c3ncnc4onc(C)c34)C2)cc1Cl (configuration not stated) | 3.9 | -8.0% | 7.9%
CCOC(=O)c1ccc(NC(=O)c2nc(SCc3ccccc3F)ncc2Cl)cc1 | -22.7 | -1.7% | ?

Source: PubChem (National Center for Advancing Translational Sciences (NCATS))
